Source: PubChem
ALOX15B inhib – qHTS Assay for Inhibitors of 15-hLO-2 (15-human lipoxygenase 2); Potency, µM (highest dose often 57.1 µM), for the others: at the top dose activity change, negative = inhibition, hits mostly inhibitors; actives 0.56% (n = 110,000); Polyunsaturated fatty acid lipoxygenase ALOX15B (Homo sapiens), O15296; purified 15hLO-2, xylenol orange hydroperoxide absorbance; also: potency is read from the fitted curve at half-maximal effect; nearly all actives have a fitted effect of over 60% in size; many of its hits are not listed in these tables
Target sequence (O15296 whole entry, looked up): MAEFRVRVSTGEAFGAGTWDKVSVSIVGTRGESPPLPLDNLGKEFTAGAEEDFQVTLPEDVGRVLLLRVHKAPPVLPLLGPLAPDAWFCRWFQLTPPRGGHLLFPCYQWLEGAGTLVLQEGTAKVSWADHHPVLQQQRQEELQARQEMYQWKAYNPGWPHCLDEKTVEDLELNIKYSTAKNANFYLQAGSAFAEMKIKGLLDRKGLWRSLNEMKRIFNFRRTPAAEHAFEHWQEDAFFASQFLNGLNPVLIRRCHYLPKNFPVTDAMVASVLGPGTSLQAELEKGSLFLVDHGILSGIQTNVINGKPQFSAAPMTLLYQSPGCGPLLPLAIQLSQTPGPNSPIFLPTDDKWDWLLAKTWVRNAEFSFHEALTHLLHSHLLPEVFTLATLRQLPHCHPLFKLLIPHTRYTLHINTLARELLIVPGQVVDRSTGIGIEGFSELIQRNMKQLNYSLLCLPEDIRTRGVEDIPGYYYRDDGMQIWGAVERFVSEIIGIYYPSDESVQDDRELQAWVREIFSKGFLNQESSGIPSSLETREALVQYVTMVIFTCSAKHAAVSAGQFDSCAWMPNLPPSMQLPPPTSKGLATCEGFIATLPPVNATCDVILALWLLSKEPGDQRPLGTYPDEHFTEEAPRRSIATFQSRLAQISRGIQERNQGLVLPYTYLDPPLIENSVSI
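Screening format was qHTS against 50 nM purified 15hLO-2 in Hepes pH 7.5 with detergent. Activity follows hydroperoxide formation from 45 uM arachidonic acid, measured as 573:405 nm absorbance ratio of the ferric-xylenol orange complex.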
PNC inhibitor – High Content Assay for Compounds that inhibit the Assembly of the Perinucleolar Compartment. PC3M PTB-GFP, PNC prevalence imaging, 16 h; hits give low values. activity change (PNC), negative = inhibition, % at 10 µM. actives 3.1% (n = 140,000);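 active = readout at or below -70, meaning at least 70% loss of cells showing the perinucleolar compartment, a nuclear body marking cancer cells; inconclusive = readout between -30 and a set limit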;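 also: plate controls were DMSO wells for no effect and camptothecin positive control wells for full effect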
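Compounds are pinned in duplicate onto adhered PC3M cells stably expressing GFP-tagged PTB and incubated 16 h at 37 C. Cells are then fixed, nuclei stained with Hoechst, and PNC-positive cells counted.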
IMPase cell inh – qHTS Assay for Identifying the Cell-Membrane Permeable IMPase Inhibitors. CHO-M1 cells, IP1 accumulation, HTRF TR-FRET ratio. inhibition (IP1 accumulation), % at 46.1 µM. 120,000 tested, under 10 active. AID 901, 2007. Inositol monophosphatase 1 (Rattus norvegicus), P97697; active = well fitted curve in the direction sought with a large enough effect in the signal ratio, not every such curve was filed as active; inconclusive = small, poorly fitted or top-dose-only effect, or a change in a side signal; inactive = no such curve, though single readings can be large or run the other way; the % refers to the signal ratio;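 also: cells stimulated with carbachol in lithium chloride buffer; plate controls were DMSO basal wells for no effect and reference inhibitor wells for full effect; higher means more IMPase inhibition seen as more IP1 and lower FRET ratio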
Target sequence (P97697 whole entry, looked up): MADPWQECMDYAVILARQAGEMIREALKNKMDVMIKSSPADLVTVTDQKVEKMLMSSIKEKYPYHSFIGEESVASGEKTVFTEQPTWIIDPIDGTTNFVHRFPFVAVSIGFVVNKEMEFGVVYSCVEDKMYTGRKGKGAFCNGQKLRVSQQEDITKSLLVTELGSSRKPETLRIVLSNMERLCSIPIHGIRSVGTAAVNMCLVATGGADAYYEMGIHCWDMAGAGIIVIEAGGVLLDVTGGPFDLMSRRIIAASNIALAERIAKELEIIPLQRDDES
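CHO-M1 cells (CHO stably expressing M1 receptor), compound up to 46 uM final, stimulated with carbachol (50 uM as added) in buffer with 50mM LiCl, pH 7.4, 30 min at 37C. Cytosolic IP1 read by TR-FRET; AC50 from Hill fits.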
12-hLO inh – qHTS Assay for Inhibitors of 12-hLO (12-human lipoxygenase) | Polyunsaturated fatty acid lipoxygenase ALOX12 (Homo sapiens), P18054 | purified 12-hLO, xylenol orange hydroperoxide absorbance | Potency, µM (highest dose often 57.1 µM), for the others: at the top dose activity change, negative = inhibition, usual class: inhibitors | actives 0.12% (n = 150,000) | AID 1452, 2008; also: potency is read from the fitted curve at half-maximal effect; nearly all actives have a fitted effect of over 55% in size; many of its hits are not listed in these tables
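Purified human 12hLO (150 nM final) was preincubated with compounds for 15 min at room temperature in 25 mM Hepes pH 7.0, 0.01% Triton X-100, then reacted with 40 uM arachidonic acid for 30 min. Hydroperoxide was detected with ferrous iron/xylenol orange.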
* = called active by the depositor; u = inconclusive; x = no result given; [ ] = dose if it differs, or a comment. Unless noted, calls follow the shape of the dose curve; as a rule, active = well fitted curve in the direction sought with a large enough effect; inconclusive = small, poorly fitted or top-dose-only effect, or another doubt; inactive = no such curve, though single readings can be large; an effect the other way counts as inactive or inconclusive. Unless noted, % is scaled to controls: 0 for no effect and ±100 for the full control effect. The list is partial, so the mix of outcomes need not match the whole.

ALOX15B inhib,PNC inhibitor,IMPase cell inh,12-hLO inh,SMILES
x,75,7,6%,O=C1N(c2ccccc2)C2CS(=O)(=O)CC2N1c1ccc(Cl)c(Cl)c1 (stereo not given)
u,3,8,-2%,CCC(Sc1ncccc1C(=O)OCCN1CCCC1=O)C(=O)NCc1ccco1 (stereo not given)
x,-111*,6,4%,COc1ccc(-c2coc3cc4oc(=O)cc(-c5ccccc5)c4cc23)cc1F
-3%,7,6,-1%,CCCn1nnnc1NCc1ccccc1OCc1ccc(F)cc1
-5%,31,2,-2%,COc1cccc(C(=O)NCCC2=CCCCC2)c1OC
2%,35,-3,7%,CC(C)NS(=O)(=O)c1ccc(OCC(=O)Nc2ccc(F)cc2F)cc1
x,u,0,-6%,Cc1cc(NS(=O)(=O)c2ccc(NC(=O)CSc3nnc(-c4ccco4)n3N)cc2)nc(C)n1
8%,19,3,-16%,COC(=O)c1sc(NC(=O)c2cc(-c3ccccc3)nc3ccccc23)c(C#N)c1C
4%,51,2,4%,O=C(c1ccc(S(=O)(=O)Nc2ccccc2)cc1)N1CCOCC1
x,22,x,-3%,Cc1cc(/C=N/NC(=O)C(=O)NCc2ccccn2)c(C)n1-c1ccccc1
x,-22,x,-2%,S=c1[nH]nc(-c2ccccn2)n1/N=C/c1cccs1
31%[activator],u,0,-2%,COc1ccccc1CCC(=O)Nc1nc2ccccc2[nH]1
0%,36,-2,-4%,Cc1ccc2nc(SCC(=O)Nc3ccc4c(c3)OCCO4)[nH]c2c1
2%,-15,1,-10%,CC(NC(=O)CSc1nc2ccccc2n1CCC#N)c1ccc(F)cc1 (stereo not given)
-1%,49,7,-1%,Cn1c(COc2ccccc2)nnc1SCCC(=O)Nc1ccccc1
-8%,-83*,-7,-1%,COc1ccc2oc(=N)c(C(=O)Nc3ccccc3)cc2c1
1%,12,7,-9%,COc1ccc(OC)c(N2C(=O)C(Cl)=C(N3CCCCC3)C2=O)c1
-8%,14,-1,-5%,Cc1csc(NC(=O)CCc2nc3ccccc3s2)n1
-8%,-25,-1,-7%,CC1Cc2ccccc2N1C(=O)CSc1nnnn1Cc1ccccc1 (stereo not given)
-6%,10,5,0%,O=C(Cn1nnc2c(sc3nc4c(c(-c5ccccc5)c32)CCC4)c1=O)c1ccccc1
4%,u,1,2%,Cn1c(C(=O)N2CCCCCC2)cc2c(=O)n(C)c3ccccc3c21
2%[25.6 µM],x,3[20.6 µM],5%[25.6 µM],CCc1c(C)[nH]c2c1C(=O)[C@H](CN1CCOCC1)CC2
-2%,25,-2,0%,CC(NS(=O)(=O)c1ccc(Br)cc1)C(N)=O (stereo not given)
-8%,-16,-5,-5%,Cc1ccc(S(=O)(=O)N2CCN(C3CC(=O)N(Cc4ccccc4)C3=O)CC2)cc1C (stereo not given)
-5%,34,2,12%,COc1cccc2cc(-c3nnc(SCC(=O)Nc4cc(C(F)(F)F)ccc4Cl)n3N)oc12

7 records picked at random from those above, as already listed:
ALOX15B inhib,PNC inhibitor,IMPase cell inh,12-hLO inh,SMILES
4%,51,2,4%,O=C(c1ccc(S(=O)(=O)Nc2ccccc2)cc1)N1CCOCC1
-2%,25,-2,0%,CC(NS(=O)(=O)c1ccc(Br)cc1)C(N)=O (stereo not given)
2%,-15,1,-10%,CC(NC(=O)CSc1nc2ccccc2n1CCC#N)c1ccc(F)cc1 (stereo not given)
x,22,x,-3%,Cc1cc(/C=N/NC(=O)C(=O)NCc2ccccn2)c(C)n1-c1ccccc1
x,75,7,6%,O=C1N(c2ccccc2)C2CS(=O)(=O)CC2N1c1ccc(Cl)c(Cl)c1 (stereo not given)
-5%,31,2,-2%,COc1cccc(C(=O)NCCC2=CCCCC2)c1OC
1%,12,7,-9%,COc1ccc(OC)c(N2C(=O)C(Cl)=C(N3CCCCC3)C2=O)c1

The list goes on:
ALOX15B inhib,PNC inhibitor,IMPase cell inh,12-hLO inh,SMILES
8%,u,-6,-5%,CCCC(=O)NCCc1ccc(F)cc1
3%,11,-11,2%,CC(=O)c1cccc(NC(=O)NCc2cccnc2)c1
x,-12,1,-3%,Cc1cc(C)nc(SCC(=O)Nc2nc(-c3ccccc3)c(-c3ccccc3)o2)n1
x,48,x,-2%,O=c1[nH]c(CSc2ncccn2)nc2c1cnn2-c1ccccc1
x,33,x,0%,Cc1csc(/N=C/c2ccc([N+](=O)[O-])cc2)n1
x,6,8,2%,CCn1c(SCC(=O)N/N=C/C=C/c2ccccc2[N+](=O)[O-])nnc1-c1ccccc1
1%,-13,7,4%,CC(C)OC(=O)Cn1c(=O)oc2ccccc21
x,12,-13,1%,Cn1c(=O)oc2cc(S(=O)(=O)Nc3cccc(F)c3)ccc21
x,117,x,-3%,Cc1nn(C)cc1C(C(=O)NC1CCCCC1)N(C(=O)Cc1cccs1)c1ccc(Cl)cc1 (stereo not given)
-1%,x,x,1%,COc1ccc2c(=O)c(CC(=O)O)coc2c1
-22%,11,11,1%,CN1C(=S)SC(C)(C)C1(C)NO (stereo not given)
x,u,x,-4%,N#CCCn1cc(C(=O)Nc2ccccc2Br)c(-c2cccs2)n1
0%,-11,8,-7%,CC(=O)c1cccc(NC(=O)c2cccc(S(=O)(=O)N(C)C)c2)c1
x,-28,7,-11%,CC(C)c1ccc(S(=O)(=O)Nc2ccc(SC(F)F)cc2)cc1
-12%[11.4 µM],-10,-5[1.84 µM],4%,O=C(Nc1ccccc1-c1nnc(SCc2ccc(Cl)cc2)o1)c1ccccc1
x,-19,-2,1%,O=C(COc1ccccc1-c1ccccc1)c1ccccc1
-1%[11.4 µM],x,x,3%[11.4 µM],O=C1c2ccccc2C(=O)c2c(NC(=O)c3ccc4c5c(ncnc35)-c3ccccc3C4=O)cccc21
-3%,-24,7,-7%,N#CCSc1nnc(Cc2ccc3c(c2)OCO3)o1
-2%,x,x,-4%[11.4 µM],CC(CCC(=O)O)(c1ccc(O)cc1)c1ccc(O)cc1
-5%,42,-10,7%,COc1ccc(-c2oc3ncn4nc(COc5ccccc5)nc4c3c2-c2ccc(OC)cc2)cc1
1%,u,-4,0%,Cc1nc(SCC(=O)NCCc2ccccc2)nc(C)c1C
x,-100*,0,1%,CCOC(=O)/C(C#N)=C1\C=CN(C)C(C)=N1
-6%,u,3,5%,Cc1ccc(NC(=O)N2CCC(O)(c3cccnc3)CC2)cc1
-4%,u,1,3%,O=C(NCc1ccccc1)[C@@H]1CSC2c3ccccc3C(=O)N21 (stereo not given in full)
2%,-23,-6,-7%,COc1ccc(C2CC3(CC(C)(C)NC(=O)N3)Oc3cc(O)ccc32)cc1 (stereo not given)
-5%,-81*,3,2%,CCN(CC)c1ccc(NC(=O)/C=C\c2ccccc2Cl)cc1
-14%,22,-2,-19%,Cc1ccc(S(=O)(=O)c2c(N)n(Cc3ccco3)c3nc4ccccc4nc23)cc1
x,10,x,-3%,COc1cc(/C=C/C(=O)c2ccc(O)cc2)ccc1OCC#N
x,-26,5,0%,CC(C)=CCC/C(C)=C/C=N/NC(=O)c1cccc([N+](=O)[O-])c1
x,u,x,1%,Cc1cccc(C(=O)N2CC3(C)CC2CC(C)(C)C3)c1 (stereo not given)
x,u,x,-3%,CCOc1ccc(Br)cc1S(=O)(=O)Nc1ccc(C(=O)OCC(=O)N(C)c2ccccc2)cc1
13%,2,-2,-1%,CCOC(=O)Nc1ccc2c(CN3C(=O)NC(CC)(CC)C3=O)cc(=O)oc2c1
-6%,u,-1,2%,Cc1cc(NC(=O)c2c([N+](=O)[O-])cnn2C)no1
x,-97*,-1,-2%,O=C(Oc1cccc(N2C(=O)C3C4c5ccccc5C(c5ccccc54)C3C2=O)c1)c1ccco1 (stereo not given)
x,18,x,-4%,COc1ccc(OCCOCCOc2ccc(C)cc2[N+](=O)[O-])cc1
2%,-23,1,2%,O=C(Nc1ccccn1)C12CC3CC(CC(C3)C1)C2
-9%,58,-6,5%,Cc1ccc(-c2nnc(SCC(=O)n3c4c(c5ccccc53)CCCC4)o2)cc1
x,20,-14,1%,CCCn1cc(S(=O)(=O)CC(=O)NC2CCCCC2)c2ccccc21
4%,-18,0,-1%,Cc1cc(C)n2nc(C(=O)OCCOc3ccc(F)cc3)nc2n1
x,17,x,-3%,CCOc1cc(OCC)nc(S(C)(=O)=O)n1
2%,-12,0,5%,CCOc1cc(C(=O)Nc2ncccn2)cc(OCC)c1OCC
1%,-4,4,1%,CC1CN(Cc2nc3c(c(=O)n(C)c(=O)n3C)n2Cc2cccc(Cl)c2)CC(C)O1 (stereo not given)
-1%,7,0,-6%,Cc1ccc(NC2SC(=O)N(Cc3cccc(C(=O)O)c3)C2=O)cc1 (stereo not given)
-9%,-13,14,-1%,O=C(CSc1nnc(-c2ccc(OC(F)F)cc2)o1)NCc1cccs1
-5%,-15,-4,-10%,COc1ccc(-n2nc(C(=O)NCC(=O)NCc3ccco3)c3ccccc3c2=O)cc1Cl
-3%,42,6,16%,CCCC1C2C(=O)N(c3ccccc3)C(=O)C2ON1c1ccccc1 (stereo not given)
-9%,u,-2,-7%,COC(=O)c1ccc(NC(=O)CSc2nnc(COc3ccc4c(c3)CCCC4)o2)cc1
x,-12,x,-8%,O=C(/C=C/c1cccc([N+](=O)[O-])c1)NCCSCc1cccc(Cl)c1
x,57,-4,6%,O=[N+]([O-])c1cc(/C=N/O)ccc1SCc1ccccc1
-3%,-11,u,-2%,CCN1CCN(C(=O)Cn2ncc3ccsc3c2=O)CC1

Next part
ALOX15B inhib,PNC inhibitor,IMPase cell inh,12-hLO inh,SMILES
-18%,29,8,u,COc1ccccc1NC(=S)NCCc1ccccc1
15%,28,6,-5%,CCOC(=O)c1ccc(NC(=O)Nc2c(C)nn(C)c2C)cc1
-1%,-4,-2,-3%,CCSc1nnc(NC(=O)C2CCCN(S(=O)(=O)c3cnc[nH]3)C2)s1 (stereo not given)
x,-9,x,u,CCNC(=S)NNC(=S)NCc1ccccc1
x,-13,10,3%,O=C(CCCN1C(=O)c2ccccc2C1=O)Nc1c2c(nc3c1CCC3)CCC2
-4%,u,-3,-1%,OC1CCN(C(c2ccc3ncccc3c2)c2nnnn2C2CCCCC2)CC1 (stereo not given)
3%,22,u,2%,Cc1ccccc1OCCN1C(=O)NC2(CCCc3ccccc32)C1=O (stereo not given)
-3%,-8,2,5%,COc1ccc(NC(=O)COc2nc(N(C)C)nc(N(C)C)n2)cc1
-24%,-10,u,-7%,COCCSc1ccccc1C(=O)NCC1CCCO1 (stereo not given)
-3%,-18,-8,-4%,CN(C)C=NC(=O)/C(C#N)=C1\CCc2ccccc2N1
x,11,x,-2%,COc1ccc([C@H]2[C@H](C(C)=O)N3N=Cc4ccccc4C3C23C(=O)OC(C)(C)OC3=O)cc1 (stereo not given in full)
1%,36,2,-3%,CCC(C(=O)Nc1ccccc1C(=O)N1CCCC1)N1C(=O)c2ccccc2C1=O (stereo not given)
-4%,32,-2,5%,Cc1ccc2nc(Nc3nc(CSc4nnnn4-c4ccccc4)cc(=O)[nH]3)nc(C)c2c1
-11%,13,-5,-6%,CCN(CC)C(=O)COc1ccc2oc(C)c(C(=O)OC(C)C)c2c1
-6%,u,-10,-9%,CC(=O)c1nn(-c2cccc(Br)c2)cc1C(=O)c1cccc2ccccc12
6%,10,11,-5%,CNCCOc1ccccc1-c1ccccc1
-4%,u,1,-1%,Cn1c(=O)[nH]c(=O)c2c1nc(Sc1ccccc1)n2CCc1ccccc1
-13%,u,-7,0%,CCN(CC)S(=O)(=O)c1ccc(C(=O)Nc2nnc(C(C)C)s2)cc1
-9%,9,-14,-8%,O=C(O)Cn1cnc2scc(-c3cccs3)c2c1=O
